# p53 reactivation: restores transcriptional activity of mutant p53. H1299 p53-A138V BP100-luciferase reporter, luminescence, 24 h. Potency, µM (series often up to 92.2 µM), inactives show at the top dose activity change, positive = activation, hits mostly activators. hit rate 0.063% among 320,000; further: % of control where 0% means no effect; nearly all actives have a fitted effect of over 45% in size
#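 p53-null H1299 cells stably carrying temperature-sensitive p53-A138V and a BP100-luciferase reporter were pinned with compounds (4-point, 1:5 series) and held 24 hrs at 37 deg C. Luminescence was read 10 min after detection reagent.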
# uPA surface inh: cell surface uPA generation inhibition; cell surface uPA generation assay, qHTS; Potency, µM (series often up to 38.3 µM), inactives show at the highest dose activity change, negative = inhibition, most hits filed as inhibitors; hit rate 0.31% among 330,000; active means well fitted inhibition curve with a large enough effect; inconclusive means small, poorly fitted or top-dose-only effect; inactive means no such curve, though single readings can be large or run the other way; tested in mouse RAW 264.7 cells; further: on the % scale 0 is the no-effect control and ±100 the full control effect; nearly all actives have a fitted effect of over 55% in size
# CXXC DNA block: blocks binding of human MLL CXXC domain to DNA; Q03164; MLL-CXXC / FITC-HOXA9 DNA fluorescence polarization; hit rate 0.037% among 290,000; Potency, µM (doses to about 115 µM), inactives show at the highest dose activity change, negative = inhibition, usual class: inhibitors; active means well fitted inhibition curve with a large enough effect in the polarisation, with a control signal flat, not every such curve was filed as active; inconclusive means small, poorly fitted or top-dose-only effect, or effect the other way, or a change in a side signal; inactive means no such curve, though single readings can be large or run the other way; the % refers to the polarisation
#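 Fluorescence polarization: 7 uM MLL-CXXC (stock) preincubated 5 min with compounds, then 50 nM fluorescein-HOX-A9 DNA (stock) added; 30 min ambient. Buffer 50 mM Tris-HCl pH 7.5, 50 mM NaCl, 1 mM DTT, 0.05% BSA.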
# FLuc counter: firefly luciferase modulation, counter-screen for miR-21 project. P08659. purified FLuc, Km substrates, luminescence inhibition. Potency, µM (top dose mostly 57.5 µM), without a hit: top-dose activity change, negative = inhibition, usual class: inhibitors. hit rate 6.9% among 360,000;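 further: plate controls were vehicle for no effect and reference inhibitor for full effect; nearly all actives have a fitted effect of over 55% in size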
# Target sequence (P08659 whole entry, looked up): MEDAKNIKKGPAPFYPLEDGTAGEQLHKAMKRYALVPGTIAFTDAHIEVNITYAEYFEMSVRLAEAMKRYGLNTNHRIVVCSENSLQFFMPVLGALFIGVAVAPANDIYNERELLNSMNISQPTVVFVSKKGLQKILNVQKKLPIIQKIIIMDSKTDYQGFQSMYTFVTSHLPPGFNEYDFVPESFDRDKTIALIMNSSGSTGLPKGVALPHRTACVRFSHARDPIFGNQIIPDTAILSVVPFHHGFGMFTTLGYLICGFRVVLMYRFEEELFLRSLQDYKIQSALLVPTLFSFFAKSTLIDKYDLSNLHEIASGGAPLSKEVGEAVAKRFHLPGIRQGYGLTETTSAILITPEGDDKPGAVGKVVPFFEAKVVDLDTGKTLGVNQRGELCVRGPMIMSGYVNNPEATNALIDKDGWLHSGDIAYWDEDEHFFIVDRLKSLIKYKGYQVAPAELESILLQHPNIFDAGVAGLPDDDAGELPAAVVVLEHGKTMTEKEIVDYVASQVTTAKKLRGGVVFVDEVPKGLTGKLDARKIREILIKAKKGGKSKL
#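 Purified P. pyralis luciferase, 10 nM final, with Km-level 10 uM D-luciferin and 10 uM ATP in 50 mM Tris acetate pH 7.5, 10 mM Mg acetate, 0.01% Tween-20, 0.05% BSA; 6-point qHTS titration about 60 µM downward; luminescence read.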
# NPC1 prom act: activates the NPC1 promoter. hit rate 2.4% among 320,000. Potency, µM (series often up to 9.22 µM), for inactives: at the top dose activation, most hits filed as activators. AID 485313. Huh7 NPC1 promoter luciferase reporter, 24 h;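 further: % of control where 0% means no effect; nearly all actives have a fitted effect of over 60% in size; reporter is driven by a mutant NPC1 promoter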
#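 Luminescence from an NPC1 promoter-driven luciferase reporter in stably transfected Huh7 cells was measured after 24 h compound treatment at 37 °C, followed by 10 min ambient incubation with luciferase detection reagent.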
# BRCA1 expr up: increases BRCA1 expression; hit rate 1.1% among 380,000; Potency, µM (series often up to 46.1 µM), without a hit: at the top dose activation, usual class: activators; MCF7-BRCA1-FFLuc reporter, luminescence, 48 h; response scale: scaled: vehicle 0%, 10 µM genistein 100%; AID 624202; further: nearly all actives have a fitted effect of over 80% in size; some results filed as inactive show a strong effect at the top dose
#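 Quantitative HTS in MCF7 cells stably reporting BRCA1 expression via firefly luciferase. Compound treatment lasts 48 h at 37 °C in phenol-red free MEM. Activation is expressed relative to genistein at 10 microM and DMSO.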
# ELG1 genotoxic: inducers of genotoxicity in HEK293T ELG1-luciferase cells | HEK293T ELG1-luciferase reporter, luminescence, 16 h | Potency, µM (doses to about 46 µM), for inactives: at the top dose activity change, positive = activation, hits mostly activators | hit rate 1.3% among 330,000; further: % of control where 0% means no effect; nearly all actives have a fitted effect of over 60% in size
#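 After overnight (16 hr) compound treatment at 37 °C, ELG1-luciferase HEK293T cells were lysed with ONE-Glo; luminescence quantified 30 min later at room temperature.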
# MBNL1-CUG inh: inhibitors of human MBNL1 binding to CUG repeat RNA. Potency, µM (series often up to 57.5 µM), inactives show at the top dose activity change, negative = inhibition, most hits filed as inhibitors. AID 2675. hit rate 0.036% among 280,000. TR-FRET MBNL1-His/biotin-(CUG)12 binding, 665/545 ratio. Q9NR56; active means well fitted inhibition curve with a large enough effect in the signal ratio, with a control signal flat, not every such curve was filed as active; inconclusive means small, poorly fitted or top-dose-only effect, or effect the other way, or a change in a side signal; inactive means no such curve, though single readings can be large or run the other way; the % refers to the signal ratio; further: on the % scale 0 is the no-effect control and ±100 the full control effect
#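 Compound titration spanned 92 nM–58 uM against the MBNL1-His/biotin-(CUG)12 complex. After 60 min at room temperature with 5 nM streptavidin-XL665 and 0.055 ng/ul terbium anti-His, ratiometric 665/545 nm emission (Ex 340 nm) normalized to controls.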
# RORg inh: blocks mouse ROR gamma transcriptional activity; P51450; Drosophila S2 Gal4-RORgamma UAS-luciferase reporter, 20 h; Potency, µM (series often up to 53.6 µM), for the others: at the highest dose activity change, negative = inhibition, most hits filed as inhibitors; hit rate 5.4% among 310,000; further: on the % scale 0 is the no-effect control and ±100 the full control effect; nearly all actives have a fitted effect of over 60% in size
# Target sequence (P51450 whole entry, looked up, the tested form may be a part): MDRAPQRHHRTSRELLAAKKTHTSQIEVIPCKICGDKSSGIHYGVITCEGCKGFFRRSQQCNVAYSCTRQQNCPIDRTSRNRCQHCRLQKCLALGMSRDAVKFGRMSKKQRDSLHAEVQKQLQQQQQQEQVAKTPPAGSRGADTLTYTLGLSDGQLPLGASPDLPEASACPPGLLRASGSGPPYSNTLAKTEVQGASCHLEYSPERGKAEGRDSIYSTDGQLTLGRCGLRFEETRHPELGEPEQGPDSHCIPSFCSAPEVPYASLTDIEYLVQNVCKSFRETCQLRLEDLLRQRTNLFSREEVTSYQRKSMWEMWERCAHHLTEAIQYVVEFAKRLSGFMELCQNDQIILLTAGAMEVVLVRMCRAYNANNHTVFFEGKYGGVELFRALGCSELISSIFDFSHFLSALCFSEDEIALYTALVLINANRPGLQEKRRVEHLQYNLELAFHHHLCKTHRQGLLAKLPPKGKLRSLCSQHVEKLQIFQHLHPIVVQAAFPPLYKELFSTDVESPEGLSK
#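 Using a luciferase readout, inhibitors were identified by reduced reporter activity in Drosophila cells coexpressing a copper-inducible Gal4–ROR gamma fusion and UAS-driven Photinus luciferase, incubated 20 hr after 700 uM copper sulfate.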
# VP16 counter: inhibits Gal4-VP16 luciferase reporter, ROR gamma counter-screen. Drosophila S2 Gal4-VP16 UAS-luciferase, luminescence, 20 h. Potency, µM (titrated, usually from 53.6 µM), for the others: at the highest dose activity, negative = inhibition, most hits filed as inhibitors. hit rate 3.5% among 310,000;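 further: Gal4-VP16 expression switched on by copper sulfate through the metallothionein promoter; on the % scale 0 is the no-effect control and ±100 the full control effect; nearly all actives have a fitted effect of over 50% in size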
# Rab9 prom act: Rab9 promoter activation; Huh7 Rab9 promoter-luciferase reporter, luminescence, 24 h; Potency, µM (top dose mostly 9.22 µM), without a hit: at the top dose activation, negative = inhibition, usual class: activators; hit rate 2.8% among 320,000; AID 485297; further: % of control where 0% means no effect; nearly all actives have a fitted effect of over 60% in size
#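 Using Huh7 cells stably transfected with Rab9 promoter–luciferase, compounds were incubated 24 h at 37 °C, 5% CO2; luciferase luminescence was read 10 min after reagent addition.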
# * marks the source's active call; other numbers are inactive results; ? = inconclusive; . = no result given; [ ] = dose if it differs, or a comment. Unless noted, the call rests on the fitted dose curve; in most records, active means well fitted curve in the direction sought with a large enough effect; inconclusive means small, poorly fitted or top-dose-only effect, or another doubt; inactive means no such curve, though single readings can be large; an effect the other way counts as inactive or inconclusive. Potency means the concentration at half of the fitted maximal effect. This is a subset; the hit share may differ from the screen's.
mol	BRCA1 expr up	p53 reactivation	RORg inh	FLuc counter	Rab9 prom act	ELG1 genotoxic	CXXC DNA block	NPC1 prom act	MBNL1-CUG inh	uPA surface inh	VP16 counter
O=C(c1cc(-c2ccccc2Cl)nc2ccccc12)N1CCOCC1	-9%	0%	18%	2%	3%	-5%	0%	2%	7%	-13%	3%
N#C/C(=C\c1ccc(N2CCOCC2)o1)C(=O)N1CCOCC1	-2%	25%	40%	-4%	2%	8%	?	-3%	.	2%	0%
CCOC(=O)c1sc(NC(=O)c2cc3n(n2)C(C(F)(F)F)CC(c2cccs2)N3)c(C(=O)OCC)c1C (configuration not stated)	-14%	-3%	30%	-4%	-1%	0%	29%	-7%	-3%	2%	-5%
CCCN(C(=O)COC(=O)CCOc1ccc(C)cc1)c1c(N)n(Cc2ccccc2)c(=O)[nH]c1=O	-18%	3%	.	-1%	-6%	1%	.	-5%	.	0%	.
Cc1ccsc1C(=O)N1CCN(S(=O)(=O)c2cccs2)CC1	-23%	-4%	37%	-2%	-17%	-2%	19%	-11%	3%	-4%	-1%
CC(C)C[C@H](NC(=O)[C@H](Cc1ccccc1)n1c(=O)[nH]c2ccccc2c1=O)C(=O)N1CCC[C@H]1C(=O)O	5%	10%	-1%	0%	-8%	-1%	-8%	5%	-1%	17%	-3%
Cc1ccc(Sc2ccc(NC(=O)CCN3C(=O)NC4(CCCC4)C3=O)cc2)c(C)c1	-29%	-5%	.	-1%	-2%	-5%	.	1%	.	-13%	.
CCOC(=O)CSC1=NC(=O)/C(=C/c2ccc(OC)cc2)S1	-81%	?	32%	13µM*	-32%[inhibitor]	?	48%[activator]	-27%	.	-10%	?
O=C(NCc1ccc2c(c1)OCO2)C1CCC(CNS(=O)(=O)c2cccc3nsnc23)CC1 (configuration not stated)	-5%	-4%	3%	1%	-6%	-12%	4%	-2%	18%	0%	-2%
Cc1nc(C)c(-c2ccc(SCC(=O)Nc3cccc(F)c3)nn2)s1	-3%	-9%	-11%	?	-14%	-17%	6%	-11%	238%[activator]	-7%	-6%
CCC(CC)=NNc1ccc([N+](=O)[O-])cc1[N+](=O)[O-]	5%	-1%	3%	-3%	7%	3%	3%	-5%	12%	-1%	-9%
COC(=O)Nc1ccc(S(=O)(=O)NCCCCCC(=O)O)cc1	-2%	-1%	-19%	1%	-5%	0%	-5%	-4%	-16%	-2%	4%

# Compounds listed so far that contain fluorine, in the order listed:
mol	BRCA1 expr up	p53 reactivation	RORg inh	FLuc counter	Rab9 prom act	ELG1 genotoxic	CXXC DNA block	NPC1 prom act	MBNL1-CUG inh	uPA surface inh	VP16 counter
CCOC(=O)c1sc(NC(=O)c2cc3n(n2)C(C(F)(F)F)CC(c2cccs2)N3)c(C(=O)OCC)c1C (configuration not stated)	-14%	-3%	30%	-4%	-1%	0%	29%	-7%	-3%	2%	-5%
Cc1nc(C)c(-c2ccc(SCC(=O)Nc3cccc(F)c3)nn2)s1	-3%	-9%	-11%	?	-14%	-17%	6%	-11%	238%[activator]	-7%	-6%

# Other records:
mol	BRCA1 expr up	p53 reactivation	RORg inh	FLuc counter	Rab9 prom act	ELG1 genotoxic	CXXC DNA block	NPC1 prom act	MBNL1-CUG inh	uPA surface inh	VP16 counter
CCN(CC)c1ccc2cc(NC(=O)CCC(=O)O)c(=O)oc2c1	-95%[inhibitor]	-20%	0.79µM*	6.7µM*	-28%	-12%	?	-23%	?	?	1.3µM*
CC(C)(C)N1C(=O)c2ccc(C(=O)Nc3ccc(C(=O)O)cc3)cc2C1=O	0%	2%	17%	11µM*	6%	-1%	1%	7%	?	16%	2%
CCOC(=O)c1sc(C)c2c1NC(c1ccc(Cl)cc1)NC2=O (configuration not stated)	-28%	4%	-2%	-1%	2%	-3%	-6%	0%	113%[activator]	1%	?
CC(NC(=O)Cc1ccccc1F)c1ccc(F)cc1 (configuration not stated)	0%	19%	32%	-5%	-2%	3%	1%	3%	2%	-3%	-11%
CC(=O)Nc1ccc(S(=O)(=O)N2CCN(C(C)CCc3ccccc3)CC2)cc1 (configuration not stated)	-50%	-5%	7%	3%	-3%	-11%	-2%	-1%	-7%	6%	6%
CCOc1ccc2nc(SCC(=O)c3ccc(O)cc3O)sc2c1	43%	3%	?	-12%	-1%	0%	-10%	12%	0%	20%	?
COc1ccc2[nH]cc(C(=O)CNc3nc(C)cs3)c2c1	8%	?	25%	?	7%	2%	-4%	12%	1%	9%	13%
O=C(CCn1cnnn1)NC1CCCN(Cc2ccccc2F)C1 (configuration not stated)	1%	-1%	-5%	3%	-2%	4%	15%	-2%	0%	8%	-2%
Cc1cccc(C2c3[nH]c4ccccc4c3CCN2Cc2cnn(-c3ccc(F)cc3)c2)n1 (configuration not stated)	-67%	1%	-26%	2%	-3%	-6%	4%	1%	8%	0%	10%
CCC(=O)NCCc1nc2cc(NC(=O)c3ccccc3Cl)ccc2n1C	80%	23%	7%	?	?	?	8%	?	-5%	-5%	23%
O=C(Cn1cnc2ccccc2c1=O)N1CCN(c2ccc(F)cc2)CC1	0%	-3%	-5%	-3%	1%	-3%	0%	2%	-5%	0%	1%
C=CCn1c(NS(=O)(=O)c2ccccc2)c(S(=O)(=O)c2ccc(C)cc2)c2nc3ccccc3nc21	-88%[inhibitor]	11%	16µM*	-1%	-7%	-13%	-7%	1%	20µM*	-1%	25µM*
COCCNC(=O)C1(C)Oc2ccccc2NC1=O (configuration not stated)	0%	-2%	-34%	4%	3%	-5%	-3%	0%	5%	2%	13%
Nc1n[nH]c(N)c1N=Nc1cccc(F)c1	34%	-4%	3%	24µM*	-3%	5%	3%	2%	-11%[11.5 µM]	-6%	-12%
O=C(c1cnc(Cl)c(Cl)c1)N1CCC(Cc2ccccc2)CC1	-47%	-4%	6%	-1%	-2%	-6%	-6%	-5%	-1%	-5%	-15%
COc1cccc2cc(C(=O)NCc3ccc(Cl)cc3)c(=O)oc12	7%	1%	?	2%	3%	0%	0%	-1%	8%	1%	10%
CN(C)c1ccc(CNC(=O)CCNS(=O)(=O)c2cc(Br)cnc2N)cc1	11%	-4%	-25%	1%	-9%	-17%	0%	4%	1%	19%	-2%
O=C(Cc1cccs1)Nc1ccc(S(=O)(=O)Nc2ncccn2)cc1	4%	-19%	6%	0%	-6%	-1%	3%	-1%	-2%	3%	4%
O=C(NC1CCCCCCC1)c1ccc(F)cc1	2.8µM*	?	-6%	12µM*	1.4µM*	10µM*	4%	1.4µM*	7%	-5%	4%
CCCC(=O)Nc1nnc(SCC(=O)N2CCCCC2)s1	-20%	-1%	6%	3%	12%	1%	4%	17%	-3%	-6%	-1%
O=c1cc(/C=C/c2ccccc2)oc2c1ccc1ccccc12	-57%	-2%	-10%	?	-1%	-5%	16%	-2%	0%	1%	?
Cc1ccc2nc(-c3ccc(NC(=O)COCC(=O)O)cc3)sc2c1	?	8%	-17%	1.2µM*	?	?	-15%	?	?	-2%	-17%
CN1C(C(=O)NCc2cccc(Br)c2)CC2Cn3c(nc4cc5ccccc5cc43)C21 (configuration not stated)	-4%	1%	24%	-13%	-11%	-5%	-1%	-6%	23%	-13%	2%
CCCCN=C1NN=C(c2cc3ccccc3o2)CS1	89%	?	?	?	28%	4%	22%	18%	.	6%	?

# Whole records, quoted from the list:
# `COCCNC(=O)C1(C)Oc2ccccc2NC1=O` (configuration not stated) in the list: BRCA1 expr up = 0%; p53 reactivation = -2%; RORg inh = -34%; FLuc counter = 4%; Rab9 prom act = 3%; ELG1 genotoxic = -5%; CXXC DNA block = -3%; NPC1 prom act = 0%; MBNL1-CUG inh = 5%; uPA surface inh = 2%; VP16 counter = 13%
# `CCCCN=C1NN=C(c2cc3ccccc3o2)CS1` in the list: BRCA1 expr up = 89%; p53 reactivation = ?; RORg inh = ?; FLuc counter = ?; Rab9 prom act = 28%; ELG1 genotoxic = 4%; CXXC DNA block = 22%; NPC1 prom act = 18%; MBNL1-CUG inh = .; uPA surface inh = 6%; VP16 counter = ?
# `Cc1ccc2nc(-c3ccc(NC(=O)COCC(=O)O)cc3)sc2c1` in the list: BRCA1 expr up = ?; p53 reactivation = 8%; RORg inh = -17%; FLuc counter = 1.2µM*; Rab9 prom act = ?; ELG1 genotoxic = ?; CXXC DNA block = -15%; NPC1 prom act = ?; MBNL1-CUG inh = ?; uPA surface inh = -2%; VP16 counter = -17%

# Assay outcomes (PubChem)
